# Screens: PubChem BioAssay, National Center for Advancing Translational Sciences (NCATS)
# hERG WT inh – blocks the wildtype human KCNH2 potassium channel | Q12809 | U2OS, BacMam KCNH2, thallium flux FluxOr; hits give low values | activity change, % at 1.84 µM | actives 0.37% (n = 340,000) | AID 720551;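 active = maximum activity change below -70%; inconclusive = maximum activity change between -70% and -50%; inactive = maximum activity change above -50%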; note: % is set by controls: 0 for no effect and ±100 for the full control effect
#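 U2OS cells were transduced with wild-type KCNH2 virus (2.03 x 10^8 / mL) for 4 h at room temperature, then cultured overnight at 37 C. Thallium flux was read with FluxOr dye. Rate constants were normalized to DMSO controls.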
# FBPA coupling cs – counter-screen for Giardia aldolase inhibitors: coupling enzyme system; coupling enzyme system counterscreen, AmpLite Red fluorescence; activity change, negative = inhibition, % at 58.2 µM, hits read low; actives 0.67% (n = 290,000); in the data active = activity change below about -30%; note: % is set by controls: 0 for no effect and ±100 for the full control effect
#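 Compounds tested against the coupling enzymes alone at 57.5 uM final; readout was AmpLite Red fluorescence (525/598 nm) after 20 min at RT.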
# Menin-MLL TR inh – menin-MLL binding inhibition, Texas Red mutant peptide. O00255. Menin + Texas Red MLL mutant peptide, fluorescence polarization. Potency, µM (series often up to 61.6 µM), inactives show at the top dose FP activity change, negative = inhibition, most hits filed as inhibitors. actives 0.23% (n = 270,000); active = well fitted inhibition curve with a large enough effect in the polarisation, with a control signal flat, not every such curve was filed as active; inconclusive = small, poorly fitted or top-dose-only effect, or effect the other way, or a change in a side signal; inactive = no such curve, though single readings can be large or run the other way; the % refers to the polarisation; note: potency is the fitted concentration of half-maximal effect; % of control where 0% means no effect; many of its hits are not listed in these tables
# Target sequence (O00255 whole entry, looked up): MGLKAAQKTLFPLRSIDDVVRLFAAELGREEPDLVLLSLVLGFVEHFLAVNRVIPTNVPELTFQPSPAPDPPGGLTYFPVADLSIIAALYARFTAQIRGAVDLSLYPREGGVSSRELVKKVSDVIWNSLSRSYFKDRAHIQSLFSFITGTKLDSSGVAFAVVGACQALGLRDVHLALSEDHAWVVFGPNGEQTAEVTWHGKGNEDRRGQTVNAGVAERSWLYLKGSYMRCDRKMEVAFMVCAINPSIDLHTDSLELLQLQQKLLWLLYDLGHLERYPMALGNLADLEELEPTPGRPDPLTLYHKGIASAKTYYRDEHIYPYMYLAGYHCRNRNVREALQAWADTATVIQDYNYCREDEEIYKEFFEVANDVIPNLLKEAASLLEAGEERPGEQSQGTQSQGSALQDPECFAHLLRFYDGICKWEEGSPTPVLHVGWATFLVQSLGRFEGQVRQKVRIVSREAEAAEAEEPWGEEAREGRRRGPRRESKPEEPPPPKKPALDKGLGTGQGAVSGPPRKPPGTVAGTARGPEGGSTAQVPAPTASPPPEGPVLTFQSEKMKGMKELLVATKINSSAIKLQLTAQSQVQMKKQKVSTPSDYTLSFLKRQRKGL
# MLL CXXC-DNA inh – MLL CXXC-DNA interaction inhibition. Q03164. MLL-CXXC / FITC-HOXA9 DNA fluorescence polarization. Potency, µM (doses to about 115 µM), for inactives: at the highest dose activity change, negative = inhibition, usual class: inhibitors. actives 0.037% (n = 290,000). AID 2662; active = well fitted inhibition curve with a large enough effect in the polarisation, with a control signal flat, not every such curve was filed as active; inconclusive = small, poorly fitted or top-dose-only effect, or effect the other way, or a change in a side signal; inactive = no such curve, though single readings can be large or run the other way; the % refers to the polarisation; note: potency is the fitted concentration of half-maximal effect
#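 Purified MLL-CXXC (added from a 7 uM solution) was preincubated 5 min at ambient with pinned compounds in 50 mM Tris-HCl pH 7.5, 50 mM NaCl, 1 mM DTT, 0.05% BSA. Fluorescein-labeled HOX-A9 DNA (50 nM solution) followed, 30 min, then polarization read.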
# PKM2 act – increases activity of human pyruvate kinase M2; actives 0.34% (n = 260,000); P14618; Potency, µM (titrated, usually from 57.5 µM), for inactives: at the top dose activation, most hits filed as activators; purified PKM2, Kinase-Glo ATP luminescence, activation; response scale: 0% is enzyme alone, no compound; note: potency is the fitted concentration of half-maximal effect; % is set by controls: 0 for no effect and ±100 for the full control effect; nearly all actives have a fitted effect of over 55% in size
# Target sequence (P14618 whole entry, looked up): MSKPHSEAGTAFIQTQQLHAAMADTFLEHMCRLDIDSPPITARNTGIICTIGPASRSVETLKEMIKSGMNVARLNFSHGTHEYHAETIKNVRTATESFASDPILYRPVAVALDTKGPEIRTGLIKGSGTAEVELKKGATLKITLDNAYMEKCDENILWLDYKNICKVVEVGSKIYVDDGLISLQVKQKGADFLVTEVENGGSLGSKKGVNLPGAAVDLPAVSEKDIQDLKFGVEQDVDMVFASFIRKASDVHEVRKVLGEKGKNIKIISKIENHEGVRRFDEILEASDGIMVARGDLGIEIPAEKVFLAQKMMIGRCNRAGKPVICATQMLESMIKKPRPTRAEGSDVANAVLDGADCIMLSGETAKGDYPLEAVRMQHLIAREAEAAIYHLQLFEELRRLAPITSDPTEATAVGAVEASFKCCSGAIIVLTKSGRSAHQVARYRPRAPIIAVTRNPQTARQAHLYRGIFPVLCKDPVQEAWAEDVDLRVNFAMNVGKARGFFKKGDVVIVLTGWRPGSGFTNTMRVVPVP
#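 ATP formation by purified human PK-M2, quantified via coupled luciferase luminescence after 1 h at room temperature with 0.1 mM ADP and 0.5 mM PEP final.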
# USP2a inh – USP2a (human) protease inhibition; USP2 core, Ub-CHOP2 coupled fluorogenic reporter, 485/531; Potency, µM (titrated, usually from 38.3 µM), for inactives: at the highest dose activity change, negative = inhibition, actives largely listed as inhibitors; actives 0.01% (n = 330,000); AID 463254;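 note: potency is the fitted concentration of half-maximal effect; plate controls were DMSO wells for no effect and full inhibition by NEM control for full effect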
#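 Cell-free coupled assay: 10nM USP2 core preincubated 30min RT with compound in Tris-HCl pH 8.0/CaCl2/CHAPS buffer, then 25nM Ub-CHOP2 and 25nM reporter substrate; fluorescence (Ex 485/Em 531) read after 60min RT, normalized to NEM inhibition, concentration-response curves fitted.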
# TRPV1 ag – agonists of human vanilloid receptor 1 (TRPV1) | Q8NER1 | TRPV1-expressing cells, Fluo-8 calcium influx, agonist mode | activation, % at 8.33 µM | actives 0.19% (n = 320,000) | AID 540275; in the data active = activation above about 80%; inconclusive = between about 30% and that limit; note: 0% is about no effect
#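 Fluo-8 calcium influx in TRPV1-expressing cells, kinetic read (ex 480/em 520 nm). Compound added and read 3 min for agonist activity, followed by capsaicin at EC20 final and 2 min further read for enhancement.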
# KCNH2 3.1 block – blocks the human KCNH2 3.1 channel isoform | U2OS KCNH2 3.1, thallium flux FluxOr; hits give low values | activity change, % (tested at about 1.8 µM) | actives 0.95% (n = 340,000) | AID 720553;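 active = maximum activity change below -70%; inconclusive = maximum activity change from -70% to -50%; inactive = maximum activity change above -50%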;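 note: thallium influx rate constant from kinetic fluorescence after stimulation buffer; % is set by controls: 0 for no effect and ±100 for the full control effect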
#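 We transduce U2OS cells with the mutant 3.1 virus, culture them overnight, load FluxOr with Red40 quencher for 45 min, then add stimulation buffer and read kinetically for 2 min to derive a normalized rate constant.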
# GALK inhibitor – blocks human galactokinase activity; Potency, µM (top dose mostly 57.5 µM), inactives show top-dose activity change, negative = inhibition, actives largely listed as inhibitors; AID 1868; actives 0.007% (n = 270,000); P51570; Purified GALK, Kinase-Glo residual ATP luminescence; note: potency is the fitted concentration of half-maximal effect; % is set by controls: 0 for no effect and ±100 for the full control effect
#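 5 nM enzyme, 35 uM ATP, 100 uM galactose, 20 mM HEPES pH8.0, 5 mM MgCl2; 1 h RT; residual ATP by Kinase-Glo Plus luminescence, qHTS format.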
# Giardia killer – Giardia lamblia killing | activity change, % at 7.66 µM, hits read low | Giardia lamblia trophozoite viability | actives 0.15% (n = 340,000); in the data active = activity change below about -80%; inconclusive = between about -30% and that limit;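 note: parasites exposed to compound for two days anaerobically before the ATP read; % is set by controls: 0 for no effect and ±100 for the full control effect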
#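 Giardia lamblia trophozoites (100 cells/well) were incubated with compounds for 48 h at 37 deg C under anaerobic conditions. Viability was read as ATP content by one-step luminescence after 15-30 min at room temperature.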
# B2AR arrestin – recruits beta-arrestin to the human beta2-adrenergic receptor. P07550. beta-arrestin recruitment to beta2AR, cell-based reporter. Potency, µM (top dose mostly 46.1 µM), without a hit: at the top dose activation, actives largely listed as activators. actives 0.02% (n = 330,000). AID 492947;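 note: potency is the fitted concentration of half-maximal effect; 0% = DMSO controls and full agonism = EC100 isoproterenol or metaproterenol; nearly all actives have a fitted effect of over 65% in size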
# * hit, by the source's call; ? = inconclusive; nt = not tested or not shown; [ ] = another dose, or the depositor's remark. Unless noted, calls come from the whole dose curve; as a rule, active = well fitted curve in the direction sought with a large enough effect; inconclusive = small, poorly fitted or top-dose-only effect, or another doubt; inactive = no such curve, though single readings can be large; an effect the other way counts as inactive or inconclusive. An excerpt; count on the stated rates, not on these rows.
# A first look, 4 compounds:
SMILES,hERG WT inh,FBPA coupling cs,Menin-MLL TR inh,MLL CXXC-DNA inh,PKM2 act,USP2a inh,TRPV1 ag,KCNH2 3.1 block,GALK inhibitor,Giardia killer,B2AR arrestin
CC[C@]12c3[nH]c4cc(CCC(=O)N(C)C)ccc4c3CCN1C(=O)[C@@H](CC(=O)NCc1ccco1)C[C@@H]2C(=O)N1CCN(C(=O)c2ccco2)CC1,-7,nt,nt,nt,nt,1%,nt,29,nt,6,-0.5%
Cn1c(SCC(=O)c2c(N)n(C)c(=O)n(C)c2=O)nnc1-c1ccc(F)cc1,1,4,-2%,17%,-7%,1%,-3,6,0%,1,-1.2%
Cc1nc2[nH]c(=O)c3c(n2n1)NC1=C(C(=O)CC(C)(C)C1)C3c1ccccc1 (stereo unspecified),-7,1,2%,-7%,-1%,-1%,19,2,0%,7,0.0%
CCOC(=O)CC(=O)CSc1nnc2c(n1)[nH]c1ccccc12,4,0,?,-10%,4%,3%,-5,-16,-1%,-23,-0.6%

# The whole of this part (from the top)
SMILES,hERG WT inh,FBPA coupling cs,Menin-MLL TR inh,MLL CXXC-DNA inh,PKM2 act,USP2a inh,TRPV1 ag,KCNH2 3.1 block,GALK inhibitor,Giardia killer,B2AR arrestin
CC[C@]12c3[nH]c4cc(CCC(=O)N(C)C)ccc4c3CCN1C(=O)[C@@H](CC(=O)NCc1ccco1)C[C@@H]2C(=O)N1CCN(C(=O)c2ccco2)CC1,-7,nt,nt,nt,nt,1%,nt,29,nt,6,-0.5%
Cn1c(SCC(=O)c2c(N)n(C)c(=O)n(C)c2=O)nnc1-c1ccc(F)cc1,1,4,-2%,17%,-7%,1%,-3,6,0%,1,-1.2%
Cc1nc2[nH]c(=O)c3c(n2n1)NC1=C(C(=O)CC(C)(C)C1)C3c1ccccc1 (stereo unspecified),-7,1,2%,-7%,-1%,-1%,19,2,0%,7,0.0%
CCOC(=O)CC(=O)CSc1nnc2c(n1)[nH]c1ccccc12,4,0,?,-10%,4%,3%,-5,-16,-1%,-23,-0.6%
Cc1nc(CNS(=O)(=O)c2cc(F)ccc2F)cs1,-8,0,2%,-4%,3%,-1%,-3,-181*,1%,30[activator],0.2%
COc1cc(OC)cc(C(=O)NNc2nc3cc4c(cc3s2)OCO4)c1,-6,-1,6%,3%,-2%,5%,1,-2,nt,-22,-0.1%
COC(=O)NCC(c1cccnc1)N1CCN(c2ccccc2F)CC1 (stereo unspecified),-2,1,-20%,0%,2%,2%,-3,3,0%,15,-0.6%
O=C(CCCn1cnc2ccccc2c1=O)Nc1ccccc1F,16,0,-8%,1%,nt,4%,-2,-23,-2%,25,0.0%
O=C(NN=C1CCCC1)c1ccn[nH]1,-136*,-1,-14%,-8%,3%,-1%,5,-200*,1%,19,-0.8%
CCN(CC)CCN(C(=O)c1ccc2c(c1)OCCO2)c1nc2cc3c(cc2s1)OCO3,-4,0,?,?,1%,0%,3,-6,-1%,5,0.1%
CC(=O)NS(=O)(=O)c1ccc(NC(=O)C2c3ccccc3Oc3ccccc32)cc1,14,11,3%,-1%,0%,4%,-3,15,-1%,-15,-0.4%
CC1(C)CCc2cc(-c3ccnc(=S)[nH]3)ccc2O1,0,-4,nt,0%,-8%,-4%,1,-12,nt,8,0.0%
O=C(N/N=C/c1c(Cl)cccc1Cl)c1ccc(F)cc1,4,-3,0%,-1%,1%,0%,-3,-5,-6%,3,-0.6%
C=CCNC(=O)C(C(=O)OCC)C1CCCCC1 (stereo unspecified),2,2,-1%,5%,-15%,-1%,2,-17,-2%,2,-0.1%
COc1ccc(OC)c(S(=O)(=O)n2nc(C)cc2C)c1,-24,0,nt,4%,2%,0%,1,-8,-2%,-4,0.0%
C/C(=N\Nc1nc2ccccc2[nH]1)c1ccc(C)o1,2,-3,7%,6%,-2%,6%,3,4,-1%,23,-0.4%
COc1cccc(CN(C)C(=O)[C@@H](NC(=O)c2ccc(C)cc2)C(C)C)c1,2,0,?,7%,nt,4%,?,11,3%,41[activator],0.0%
CC1CCN(CC[C@H]2CCCN2S(=O)(=O)c2cccc(O)c2)CC1,11,2,-6%,10%,nt,0%,0,3,nt,2,-0.1%
Cc1ccc(S(=O)(=O)N[C@@H](Cc2ccccc2)C(=O)N2CCC(C(=O)N[C@H](C(=O)O)C(C)O)CC2)cc1 (stereo partly specified),-3,3,14%,-7%,nt,-3%,-3,-1,1%,26,0.1%
CNS(=O)(=O)c1ccc(NCC2COc3ccccc3O2)c([N+](=O)[O-])c1 (stereo unspecified),3,-1,1%,-6%,?,-2%,9,20,0%,-3,-1.0%
Cc1ccc(CC(=O)Nc2nncs2)cc1,4,1,6%,-5%,3%,2%,-4,8,-1%,-6,-0.5%
O=C(CSCc1cnn(-c2ccccc2)c1-n1cccc1)NCC1CCCO1 (stereo unspecified),-10,1,-5%,5%,-13%,?,3,0,2%,7,-0.1%
CC(C)Cc1nnc(NC(=O)c2cc(-c3ccncc3)nc3ccccc23)s1,2,1,nt,-1%,0%,2%,-10,24,1%,-11,0.5%
O=C(CSc1nnc(CNC(=O)c2c(F)cccc2Cl)o1)NCc1ccc2c(c1)OCO2,14,5,9%,4%,-1%,nt,-2,0,2%,2,nt
CC[C@H]1C(c2ccc(F)cc2)=NN(c2ccccc2)[C@@H]1CO,-3,-3,?,nt,nt,-15%,nt,-15,nt,-7,-0.5%
C=CCn1c(COc2ccc(F)cc2)nnc1SC(C)C(=O)NCC1CCCO1 (stereo unspecified),3,nt,nt,nt,nt,2%,-1,-8,nt,22,-0.1%
O=S(=O)(c1ccc(SCCOc2ccc(Br)cc2)nc1)N1CCCC1,-2,nt,nt,nt,nt,2%,2,-12,nt,3,-0.2%
C=CCN1C(=O)/C(=C2/C(=O)N(CC(=O)O)c3ccccc32)S/C1=N/c1nccs1,nt,0,7%,-18%,0%,0%,-1,nt,-1%,nt,-0.3%
COc1ccc(C(=O)Nc2ccc(N3CCOCC3)cc2)cc1S(=O)(=O)NC1CCCC1,-10,-1,3%,2%,-7%,1%,1,15,10%,-11,-0.1%
Cc1ccc(Nc2nc3c(c(=O)[nH]c(=O)n3C)n2Cc2ccc(F)cc2)cc1,-1,-2,-2%,-9%,-1%,-9%,3,-1,-3%,11,-0.6%
O=C(COc1ccccc1)N1CCc2ccccc2C1,-8,-4,17%,3%,7%,-2%,9,4,-1%,-21,-0.1%
COC(=O)Nc1nnc(/C=C/c2ccccc2)s1,-4,-1,-9%,9%,-1%,3%,5,1,-1%,-24,-0.1%
O=C(CSc1nc2cc(Cl)ccc2s1)NC1CCCc2ccccc21 (stereo unspecified),19,-1,-7%,5%,-1%,-2%,18,2,-2%,14,-0.5%
CCN(CC)S(=O)(=O)c1ccc(/C=C/C(=O)Nc2ccc(F)cc2F)cc1,9,-1,32%[activator],-5%,4%,2%,?,5,-3%,-12,-0.1%
O=C(O)CCn1c(=O)[nH]c2ccccc2c1=O,-9,2,-26%,1%,-3%,1%,2,29,0%,-17,-0.2%
O=C(Nc1ccccc1C(=O)NC1CC1)c1ccccc1,6,nt,nt,nt,nt,1%,-2,-4,nt,-4,0.0%
O=c1cc(/N=C/c2coc3cc(Br)ccc3c2=O)[nH]c(=S)[nH]1,2,14,nt,3%,-1%,0%,nt,-18,4%,4,-0.6%
COc1ccc(CN(C(=O)CN2C(=O)C(C)Oc3ccccc32)C2CCCC2)c(OC)c1 (stereo unspecified),-16,-1,-23%,-14%,-2%,-1%,?,-7,-1%,-9,-0.1%
COC(=O)Cc1ccc(NC(=S)N2CCN(c3cccc(O)c3)CC2)cc1,11,3,7%,2%,0%,1%,20,-7,0%,-8,-0.9%
Cc1cc(Cl)c(S(=O)(=O)NCc2cccnc2)cc1OCC(N)=O,-13,1,13%,-5%,-2%,1%,-3,1,-4%,6,0.1%
CCCCN(C)CCCNC(=O)CC1Oc2ccccc2NC1=O (stereo unspecified),-7,1,-5%,-6%,-4%,1%,-2,17,-2%,6,0.1%

# Another view of part of the listing above:
# Below each compound – hERG WT inh | FBPA coupling cs | Menin-MLL TR inh | MLL CXXC-DNA inh | PKM2 act | USP2a inh | TRPV1 ag | KCNH2 3.1 block | GALK inhibitor | Giardia killer | B2AR arrestin
- O=c1cc(/N=C/c2coc3cc(Br)ccc3c2=O)[nH]c(=S)[nH]1
    2 | 14 | nt | 3% | -1% | 0% | nt | -18 | 4% | 4 | -0.6%
- COc1ccc(CN(C(=O)CN2C(=O)C(C)Oc3ccccc32)C2CCCC2)c(OC)c1 (stereo unspecified)
    -16 | -1 | -23% | -14% | -2% | -1% | ? | -7 | -1% | -9 | -0.1%
